Screens (PubChem BioAssay)
LmPK inh: blocks Leishmania mexicana pyruvate kinase activity; Q27686; purified LmPK, Kinase-Glo ATP luminescence, 1 h; Potency, µM (titrated, usually from 57.5 µM), for the others: top-dose activity change, negative = inhibition, hits mostly inhibitors; 0.37% of 290,000 active; AID 1721; also: potency is read from the fitted curve at half-maximal effect; % is scaled to controls: 0 for no effect and ±100 for the full control effect
Target sequence (Q27686 whole entry, looked up): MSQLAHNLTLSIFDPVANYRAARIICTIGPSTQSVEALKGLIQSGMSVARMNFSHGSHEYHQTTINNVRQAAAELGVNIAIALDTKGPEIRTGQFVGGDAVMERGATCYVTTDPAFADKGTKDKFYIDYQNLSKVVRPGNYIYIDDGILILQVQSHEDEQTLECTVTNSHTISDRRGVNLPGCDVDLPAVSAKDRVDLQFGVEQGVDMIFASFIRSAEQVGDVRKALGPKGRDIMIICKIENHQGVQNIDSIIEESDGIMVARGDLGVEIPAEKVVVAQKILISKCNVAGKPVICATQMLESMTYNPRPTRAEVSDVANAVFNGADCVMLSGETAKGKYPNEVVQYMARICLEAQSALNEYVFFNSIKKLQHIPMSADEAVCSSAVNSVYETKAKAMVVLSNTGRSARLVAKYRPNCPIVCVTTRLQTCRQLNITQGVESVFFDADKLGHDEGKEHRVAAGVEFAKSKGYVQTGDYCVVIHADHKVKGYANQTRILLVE
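Purified LmPK (0.1 nM) converted ADP (0.1 mM) to ATP with PEP (0.5 mM) in imidazole buffer pH 7.2 with KCl and MgCl2, 1 h at room temperature. ATP was read by Kinase-Glo luminescence; data normalized to uninhibited and no-enzyme controls.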
AMA1-RON2 inh: AMA1-RON2 (P. falciparum) interaction inhibition | AlphaScreen AMA1-biotinylated RON2 peptide binding | Potency, µM (top dose mostly 58.2 µM), for the others: at the top dose activity change, negative = inhibition, actives largely listed as inhibitors | 0.2% of 360,000 active | AID 720542;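 also: potency is read from the fitted curve at half-maximal effect; 0% = vehicle wells and -100% = peptide control; nearly all actives have a fitted effect of over 45% in size; some results filed as inactive show a strong effect at the top dose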
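AMA1 (3D7) with his tag at 25 nM final met compounds first, then biotinylated RON2 peptide at 25 nM; detection used donor plus acceptor beads, 10 µg/mL apiece, read by AlphaScreen after 30 min at room temperature.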
CHX counter: affects cycloheximide protein synthesis inhibition readout, counter-screen. max response, %. 12% of 300,000 active. cell reporter, cycloheximide protein synthesis inhibition counterscreen; in the data active = max response mostly above about 13%, no sharp cut-off; inactive = mostly below about 14%; also: read at 38.3 µM for the half of the compounds with a filed dose; 0% is about no effect
Pf growth 96h: P. falciparum growth inhibition at 96 hour, primary screen for plastid delayed-death inhibitors | Potency, µM (titrated, usually from 28.7 µM), without a hit: at the highest dose activity change, negative = inhibition, usual class: inhibitors | P. falciparum luciferase reporter growth, 96 h | 6.9% of 320,000 active; also: potency is read from the fitted curve at half-maximal effect; % is scaled to controls: 0 for no effect and ±100 for the full control effect
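Parasite growth measured via integrated firefly luciferase reporter in P. falciparum. Infected erythrocytes at 2% hematocrit, 0.05% parasitemia final were treated 96 hours at 37 C under 5% CO2, and luminescence was read.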
Shiga inhibitor: inhibitors of Shiga toxin in Vero cells | inhibition, % at 38.7 µM | Vero cells, Shiga toxin protein synthesis inhibition reporter | 9.2% of 290,000 active; in the data active = inhibition mostly above about 28%, no sharp cut-off; inactive = mostly below about 43%; also: 0% is about no effect
Pf growth 48h: inhibits P. falciparum growth in the first generation, 48 h. P. falciparum luciferase growth in erythrocytes, 48 h. Potency, µM (series often up to 28.7 µM), inactives show at the top dose activity change, negative = inhibition, hits mostly inhibitors. 5.9% of 310,000 active; also: potency is read from the fitted curve at half-maximal effect; % is scaled to controls: 0 for no effect and ±100 for the full control effect
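Luminescence readout; reporter = integrated firefly luciferase in P. falciparum. RBC culture at 2% hematocrit, 0.1% parasitemia final, 37 C/5% CO2; decreased signal taken as growth inhibition.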
Tb PYK inh: T. brucei pyruvate kinase inhibition | TbPYK enzyme, Kinase-Glo Plus ATP luminescence, 45 min | Potency, µM (top dose mostly 76.8 µM), without a hit: top-dose activity, negative = inhibition, actives largely listed as inhibitors | 0.12% of 410,000 active | AID 624173; also: potency is read from the fitted curve at half-maximal effect; % is scaled to controls: 0 for no effect and ±100 for the full control effect; nearly all actives have a fitted effect of over 50% in size
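Luminescence from Kinase-Glo Plus, added after a 45-minute room-temperature reaction, served as the end-point read-out. The enzyme and substrate were preincubated with compound before ADP (130 uM final) initiated turnover. Concentration-effect curves came from normalized qHTS data.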
* marks the source's active call; other numbers are inactive results; ? = inconclusive; . = not tested or not shown; & = joins results of further samples; [ ] = another dose, or the depositor's remark. Unless noted, calls follow the shape of the dose curve; as a rule, active = well fitted curve in the direction sought with a large enough effect; inconclusive = small, poorly fitted or top-dose-only effect, or another doubt; inactive = no such curve, though single readings can be large; an effect the other way counts as inactive or inconclusive.

SMILES	LmPK inh	AMA1-RON2 inh	CHX counter	Pf growth 96h	Shiga inhibitor	Pf growth 48h	Tb PYK inh
COCc1c(C(=O)OCC(=O)N(C)C2CCS(=O)(=O)C2)oc2ccccc12 (centres undefined)	.	0%	.	12%	.	-20%	5%
NC(=O)c1[nH]cnc1N	-15%&-4%	81%&73%[activator]	-3&1	5%&21%	-3&-4	19%&5%	0%&1%
CCOc1ccc(N=Cc2c(O)n(-c3cc(C)cc(C)c3)c(=O)[nH]c2=O)cc1	2%	-6%	-3	127%[activator]	-11	2%	0%
COc1cc(C(=O)N2CCC3(CC2)NCCc2[nH]cnc23)cc(OC)c1OC	1%	6%	-2	29%	-7	26%	-2%
Cc1ccc(C2(CC(=O)N3CCCC3)CCOC(C(C)C)C2)cc1 (centres undefined)	2%	6%	-1	?	-2	.	6%
C#CC[N+]1(CC#Cc2ccccc2)CCCCC1	-1%	-10%	-5	0%	1	?	2%
Cc1c(C(=O)N/N=C/c2ccccc2)[nH]c2c([N+](=O)[O-])cccc12	5%	8%	1	0%	-9	5%	-6%
CSc1n[nH]c2nc3c(c(=O)n12)C1(CCCC1)Cc1ccccc1-3	5%	-8%	-4	39%[activator]	-10	0%	-5%
CC/C(=N\NC(=S)NC(C)C)c1ccc(OC)c(OC)c1	-3%	86%[activator]	11	?	-4	?	-5%
O=C(NC(=S)Nc1ccc(CN2CCOCC2)cc1)c1ccc([N+](=O)[O-])cc1Cl	-1%	15%	26*	?	33	10%[5.75 µM]	2%
O=C(Nc1cc(-c2nc3ncccc3o2)ccc1Cl)c1cccs1	5%	3%	-1	103%[activator]	0	?	-10%
Cc1nn(C)c(C)c1C(=O)NN	-2%	9%	1	4%	-6	.	1%
O=C(COc1ccc(F)cc1)NCCc1nc2ccccc2[nH]1	.	.	-2	.	-7	.	4%
CC(=O)N1CCc2c(sc(NC(=O)c3ccc([N+](=O)[O-])o3)c2C#N)C1	-20%	6%	30	?	82*	53%[activator]	-15%
Fc1ccc(C(c2nnnn2C2CCCC2)N2CCN(Cc3ccncc3)CC2)cc1 (centres undefined)	4%	4%	-4	12%	-21	-14%	1%
Cc1ccc2[nH]c(=O)c3cc(C(=O)NCCC(C)C)sc3c2c1	-1%	-8%	-3	10%	-4	?	-7%
O=C(c1ccc(C(F)(F)F)cc1)c1c[nH]c(C(=O)NCCCn2ccnc2)c1	-1%	-4%	3	?	-14	?	-3%
O=C(N/N=C/C=C/c1ccccc1)c1ccccn1	-1%	65%[activator]	55*	-20%	68*	83%[activator]	-7%
CCCSc1nc2c(cnn2-c2ccccc2)c(=O)n1N	-13%	43%[activator]	43*	471%[activator]	50*	-7%	-12%
COc1ccc(C(=O)Oc2ccc(N(C)S(=O)(=O)c3ccccc3)cc2)cc1[N+](=O)[O-]	2%	-2%	-4	51%[activator]	5	8%	-4%
O=C(O)CCCC(=O)Nc1ccc(N=Nc2ccccc2)cc1	2%	-8%	19	27%	23	36%[activator]	3%
CC1CCC2C(=O)N(c3ccc(C(=O)NCc4ccccc4)cc3)C(=O)C2C1 (centres undefined)	7%	-2%	-4	64%[activator]	14	-13%	-9%
COc1cc(CNCc2cccnc2)ccc1OCC(=O)NC1CCCCC1	-2%	0%	6	-3%	-4	37%[activator]	2%
CCCNC(=O)C(Cc1ccc(I)cc1)NC(=O)c1ccc(C#N)cc1 (centres undefined)	.	-6%	.	?	.	-7%	-7%
Cc1ccc(C)c(OCC(=O)NCC(C)C)c1C	-1%	-9%	-3	-17%	-16	11%	-12%
(further entries)
SMILES	LmPK inh	AMA1-RON2 inh	CHX counter	Pf growth 96h	Shiga inhibitor	Pf growth 48h	Tb PYK inh
O=C(NCCN1CCCCC1)Nc1ccc(F)cc1F	-4%	8%	-2	-10%	-5	-6%	3%
CCC(C)(C)NC(=O)C(c1ccc(F)cc1)N(Cc1ccco1)C(=O)c1cnccn1 (centres undefined)	2%	0%	-5	38%[activator]	-4	-6%	-17%
COc1cc(/C=C/C(=O)OCC(=O)Nc2c(C)n(C)n(-c3ccccc3)c2=O)ccc1O	1%	-4%	-2	1%	-12	-6%	-6%
O=C(COC(=O)C1CCCN1C(=O)c1cccs1)Nc1ccc2c(c1)OCO2 (centres undefined)	1%	-4%	11	?	2	-13%	9%
O=C(CSC1=NCCS1)Nc1ccccc1F	-7%	54%[activator]	11	14%	51	19%	-8%
C#CCOCCOCCOCCNc1nc(N2CCN(C(=O)CCCCCCCCCCNC(=O)Cn3cc(C[C@@H](C)O)nn3)CC2)nc(N2CCN(C(=O)CCCCCCCCCCNC(=O)[C@H](CO)n3cc(CCCSC)nn3)CC2)n1	.	0%	.	0.15µM*	.	0.15µM*	0%
CCOC(=O)N1CCN(C/C(C)=C/c2ccccc2)CC1	0%	-7%	15	-7%	62	9%	2%
CN(C)S(=O)(=O)c1ccc(N2CCCC2)c(C(=O)Nc2ccc(Br)cc2F)c1	.	9%	.	8.3µM*	.	5.2µM*	1%
COc1ccc(-c2nc(-n3c(C)c(C(C)=O)c(C(C)=O)c3C)sc2C)cc1OC	1%	0%	-3	?	-1	.	4%
CC(=O)c1ccccc1NC(=O)Cn1c(=O)cnc2ccccc21	0%	3%	-2	?	-6	?	-2%
O=C(c1ccc(CNS(=O)(=O)c2ccc(Br)cc2)cc1)N1CCCC1	4%	0%	12	15%	3	15%	-1%
O=C(N/N=C\c1ccc(Cl)s1)C1COc2ccccc2O1 (centres undefined)	0%	4%	10	5%	-6	2%	2%
CC(C)NC(=O)CSc1nnc(-c2ccc3ncccc3c2)n1C	0%	11%	-2	5%	-2	-5%	12%
CC(C)N(Cc1nnc(-c2ccc(Cl)cc2)o1)C(=O)C1=COCCO1	.	-8%	.	-1%	.	-6%	-5%
O=C(CNC(=O)c1ccc(Br)o1)NNC(=O)c1ccccc1O	.	-2%	.	5%	.	43%[activator]	-2%
Cc1c(NC(=O)C2CC(c3ccc(F)cc3)=NO2)c(=O)n(-c2ccccc2)n1C (centres undefined)	14%	-8%	7	29%	8	.	1%
COCCCn1c(SCC(=O)NC2CCCC2)nnc1-c1ccncc1	0%	0%	-4	54%[activator]	-3	15%	1%
CCOCCCNC(=O)c1ccc(OC)cc1	-1%	-19%	21*	.	32	58%[activator]	13%
O=C(O)c1ccc(CSc2nnc(-c3ccncc3)n2CC2CCCO2)cc1 (centres undefined)	-1%	-4%	4	.	17	4%	-5%
CN1CCN(S(=O)(=O)c2ccc(C(=O)Nc3ccccc3)cc2)CC1	-1%	0%	19*	-28%	63*	.	-1%
COc1cc(OC)cc(C(=O)NC(=S)NNC(=O)c2cnccn2)c1	-8%	20%	1	?	2	-23%	-23%
COc1ccc(N(CC(=O)Nc2cccc3ccccc23)S(C)(=O)=O)c(OC)c1	14%	-3%	-2	-37%	-3	?	1%
O=C(O)c1cccc2c1NC(C(=O)O)C1CC(Sc3ccccc3[N+](=O)[O-])C(Cl)C21 (centres undefined)	?	-26%	12	?	-7	8%	-11%
O=C(NCC1CCN(Cc2ccc(F)cc2)CC1)Nc1cc(F)ccc1F	-1%	-9%	-3	0%	-1	?	2%
COc1ccc(OC)c(S(=O)(=O)NCCOC23CC4CC(CC(C4)C2)C3)c1	2%	2%	-3	?	-16	0%	-2%

4 of the compounds above, with bars between the fields:
SMILES | LmPK inh | AMA1-RON2 inh | CHX counter | Pf growth 96h | Shiga inhibitor | Pf growth 48h | Tb PYK inh
COc1ccc(OC)c(S(=O)(=O)NCCOC23CC4CC(CC(C4)C2)C3)c1 | 2% | 2% | -3 | ? | -16 | 0% | -2%
O=C(NCCN1CCCCC1)Nc1ccc(F)cc1F | -4% | 8% | -2 | -10% | -5 | -6% | 3%
CC(C)NC(=O)CSc1nnc(-c2ccc3ncccc3c2)n1C | 0% | 11% | -2 | 5% | -2 | -5% | 12%
O=C(N/N=C\c1ccc(Cl)s1)C1COc2ccccc2O1 (centres undefined) | 0% | 4% | 10 | 5% | -6 | 2% | 2%

(more compounds)
SMILES	LmPK inh	AMA1-RON2 inh	CHX counter	Pf growth 96h	Shiga inhibitor	Pf growth 48h	Tb PYK inh
CN(Cc1ccc(-n2cccn2)cc1)Cc1nc(-c2cnccn2)no1	-2%	-1%	2	12%	-3	21%	1%
COc1ccc(N2CCN(CC(O)COC(c3ccc(F)cc3)c3ccc(F)cc3)CC2)cc1 (centres undefined)	-12%	28µM*	-3	15µM*	-3	9.3µM*	5%
Cc1ccc(NS(=O)(=O)c2ccc(C(=O)OCC(=O)N3CCCCC3)cc2)cc1	.	0%	.	39%[activator]	.	-5%	-8%
Cc1csc(=O)n1CC(=O)OCC(=O)NCc1ccccc1	.	-12%	.	14%	.	?	1%
COc1ccc(NC(=S)N2CCCC2)c(OC)c1	2%	4%	-3	17%	-16	4%	-2%
Cc1ccc(SC[C@H](Cc2ccccc2)N2CC[C@@H](NC(=O)OCc3ccccc3)CCC2=O)cc1	1%	.	2	8.3µM*	-10	?	.
COc1cc(C(=O)NCc2nnc(SCC(=O)N3CCC(C)CC3)o2)cc(OC)c1OC	0%	26%	-4	.	-27	13%	-3%
CC(=O)c1ccc(C(=O)N2CCCC(C(=O)c3cc(F)ccc3F)C2)s1 (centres undefined)	-2%	-6%	-1	3%	12	-2%	9%
CC(=O)c1ccc(N2CCN(C(=O)c3n[nH]c4ccccc34)CC2)cc1	2%	-13%	5	-29%	30	?	2%
O=C1N/C(=C/c2ccc(Br)cc2)C(O)=C1C=NCc1ccccc1	1%	0%	-3	11%	13	3%	-7%
O=C(c1cc2nc(-c3cccs3)cc(C(F)(F)Cl)n2n1)N1CCCc2ccccc21	2%	5%	14	?	47	?	-19%
Cc1ccc(Oc2nc3ccccc3n3c(C)nnc23)cc1	-1%	-9%	0	-8%	18	15%	-1%
c1ccc(CCN2CN=C(Nc3nc4ccccc4s3)NC2)cc1	-3%	5%	-1	-11%	20	10%	1%
Cc1noc(C)c1C(=O)OCC(=O)C12CC3CC(CC(C3)C1)C2	-1%	4%	11	?	4	8%	-1%
CN(C)C(CNC(=O)CCc1nc2cc(Cl)ccc2n(Cc2ccccc2)c1=O)c1ccccc1 (centres undefined)	.	0%	.	10µM*	.	9.3µM*	-6%
CC(=O)Nc1ccc(Oc2cncc(Cl)c2)nc1	0%	2%	-1	26%	-7	10%	-1%
CCN(CC)CCCNC(=O)c1cn(CC)c2ccc(S(=O)(=O)N3CCc4ccccc4C3)cc2c1=O	1%	-4%	-9	?	-8	-16%	-14%&-9%
CC(=O)c1ccc(NC(=O)CSc2nc3[nH]ncc3c(=O)[nH]2)cc1	.	-1%	.	11%	.	-4%	4%
COc1cc(/C=N\NC(=O)C2COc3ccccc3O2)cc(OC)c1O (centres undefined)	1%	8%	2	-2%	18	?	-5%
O/N=C1/C(=C\c2ccccc2)N2CCC1CC2	1%	-5%	-1	18%	31	-30%	0%
O=C(CCCN1C(=O)c2ccccc2C1=O)Nc1cccc(S(=O)(=O)NC2=NCCC2)c1	-1%	-2%	0	-8%	-6	?	-10%
CCOc1cccc2sc(N(CCN(CC)CC)C(=O)c3cccc(N4C(=O)CCC4=O)c3)nc12	.	11%	.	?	.	-10%	-7%
